Bioassay records from PubChem.
IDH1 R132H inh – blocks human IDH1 R132H reductase activity. diaphorase/resazurin fluorescence, 60 min. 0.18% of 70,000 active. inhibition, % at 10 µM. O75874; in the data active means inhibition above about 34%;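 further: 0% = DMSO and 100% = no enzyme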
Target sequence (O75874 whole entry R132H): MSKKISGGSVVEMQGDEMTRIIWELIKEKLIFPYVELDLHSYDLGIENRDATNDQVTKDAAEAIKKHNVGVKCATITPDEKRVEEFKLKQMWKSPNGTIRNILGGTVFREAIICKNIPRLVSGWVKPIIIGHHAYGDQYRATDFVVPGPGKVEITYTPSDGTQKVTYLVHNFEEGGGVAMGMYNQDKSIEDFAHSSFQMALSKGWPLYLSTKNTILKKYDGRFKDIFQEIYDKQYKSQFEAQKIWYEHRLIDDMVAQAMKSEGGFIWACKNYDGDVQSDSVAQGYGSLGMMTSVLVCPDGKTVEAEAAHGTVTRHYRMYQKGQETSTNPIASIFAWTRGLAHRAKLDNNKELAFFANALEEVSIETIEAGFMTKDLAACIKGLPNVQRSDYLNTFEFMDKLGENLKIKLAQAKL
PRC2 inh – blocks human EZH2/PRC2 H3K27 methylation; Q15910; 0.35% of 57,000 active; DELFIA TRF, 1 h; inhibition, % at 12.5 µM;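 active means mean inhibition of replicates at least 50% and every single replicate also reaching 50%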;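 further: dimethyl H3K27 on biotinylated H3 21-44 peptide detected by antibody; plate controls were median neutral control wells for no effect and median positive control wells for full effect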
The depositor's hits bear a star; · = no result given. A portion of the library. The share of hits here may be higher or lower than overall.

Second line of a record: IDH1 R132H inh	PRC2 inh
#1 CC(C)NC(=O)N(C)C[C@@H]1Oc2ccc(NS(C)(=O)=O)cc2CC(=O)N([C@@H](C)CO)C[C@@H]1C
  0.5	-3
#2 C[C@H](CO)N1C[C@H](C)[C@H](CN(C)CC2CCCCC2)Oc2ccc(NC(=O)Nc3ccc4c(c3)OCO4)cc2CC1=O
  -0.2	-16
#3 C[C@H](CO)N1C[C@H](C)[C@@H](CN(C)Cc2ccc(C(F)(F)F)cc2)Oc2c(NC(=O)C3CCOCC3)cccc2C1=O
  1.6	2
#4 CCCNC(=O)N[C@@H]1CC[C@@H](CCNS(=O)(=O)c2cccc(F)c2)O[C@@H]1CO
  0.2	2
#5 C[C@@H]1CN([C@H](C)CO)C(=O)c2cccc(NC(=O)C3CCCCC3)c2O[C@@H]1CN(C)Cc1ccc(Cl)c(Cl)c1
  1.2	·
#6 C=CCOc1ccccc1/C=N/NC(=O)c1ccccn1
  ·	14
#7 C[C@@H]1CN([C@H](C)CO)C(=O)c2cc(C#CCc3ccccc3)cnc2O[C@@H]1CN(C)Cc1ccc(C(=O)O)cc1
  -0.6	32
#8 C[C@@H]1CN([C@H](C)CO)C(=O)CCCn2nncc2CO[C@@H]1CN(C)C
  2.0	-3
#9 C[C@@H]1CN([C@@H](C)CO)C(=O)Cc2cc(NC(=O)CCCCCC(=O)Nc3ccccc3N)ccc2O[C@@H]1CN(C)Cc1ccccc1
  0.3	·
#10 O=C(C[C@H]1CC[C@@H](NS(=O)(=O)c2ccccc2)[C@@H](CO)O1)NCc1ccncn1
  0.4	-12
#11 COC(=O)/C=C1\NC2CCCCC2NC1=O (stereo not drawn)
  1.0	-10
#12 COc1ccc(NC(=O)N[C@@H]2CC[C@H](CC(=O)NC3CCC3)O[C@H]2CO)cc1
  0.3	6
#13 CCCNC(=O)Nc1ccc2c(c1)OC[C@H](C)N(C(=O)C1CC1)C[C@@H](C)[C@H](OC)CN(C)C2=O
  -0.1	3
#14 CCCCC(=O)O[C@H]1CCC2C3CCc4cc(O)ccc4C3CC[C@@]21C (stereo partly drawn)
  -0.2	·
#15 COc1ccc(NC(=O)N(C)C[C@@H]2Oc3ccc(NC(=O)Cc4cn(C)c5ccccc45)cc3C(=O)N([C@H](C)CO)C[C@H]2C)cc1
  -29	·
#16 COc1ccc(CCNC(=O)c2ccnc(C(C)(C)C)c2)cc1OC
  -0.1	·
#17 CNC[C@@H]1Oc2ccc(N(C)C)cc2CC(=O)N([C@@H](C)CO)C[C@H]1C
  3.0	-1
#18 Cc1ccc(S(=O)(=O)N[C@H]2CC[C@H](CCn3cc(C4CC4)nn3)O[C@@H]2CO)cc1
  0.4	3
#19 C[C@@H]1CN([C@H](C)CO)S(=O)(=O)c2ccc(Br)cc2O[C@H]1CN(C)S(=O)(=O)c1ccccc1
  3.0	-4
#20 O=S(=O)(N[C@@H]1CC[C@H](CCn2cc(-c3cccnc3)nn2)O[C@H]1CO)c1ccc(F)cc1
  -0.1	1
#21 Cc1ccc(S(=O)(=O)N(C)C[C@@H]2OCCCC[C@H](C)Oc3ccc(NS(=O)(=O)c4ccc(Cl)cc4)cc3C(=O)N([C@H](C)CO)C[C@@H]2C)cc1
  0.2	·
#22 Cc1noc(C)c1S(=O)(=O)Nc1ccc2c(c1)C(=O)N([C@@H](C)CO)C[C@H](C)[C@H](CN(C)S(=O)(=O)c1cn(C)cn1)OCCCC[C@H](C)O2
  -2.3	·
#23 O=C(C[C@H]1C=C[C@@H](NS(=O)(=O)c2ccccc2)[C@@H](CO)O1)NCc1ccc(Cl)c(Cl)c1
  0.3	1
#24 C[C@H](CO)N1C[C@H](C)[C@@H](CN(C)S(=O)(=O)c2cn(C)cn2)Oc2cc(C#Cc3ccccc3)ccc2S1(=O)=O
  0.2	·
#25 C[C@@H]1CN([C@H](C)CO)S(=O)(=O)c2ccc(-c3cccnc3)cc2O[C@H]1CN(C)Cc1cncnc1
  3.2	-3
#26 C[C@@H]1CN([C@H](C)CO)C(=O)c2c(c3ccccc3n2C)-c2ccccc2CO[C@H]1CN(C)S(C)(=O)=O
  0.1	2
#27 CC(C)NC(=O)Nc1cccc2c1O[C@H](CN(C)CC1CCCCC1)[C@H](C)CN([C@H](C)CO)C2=O
  ·	13
#28 O=C(C[C@@H]1C[C@@H]2c3cc(NC(=O)Nc4ccc(C(F)(F)F)cc4)ccc3O[C@@H]2[C@H](CO)O1)NC1CCCCC1
  -0.1	-15
#29 CCC(=O)N(C)C[C@H]1Oc2ncc(C#Cc3ccccc3)cc2C(=O)N([C@@H](C)CO)C[C@H]1C
  -0.7	-4
#30 CCS(=O)(=O)N[C@H]1C=C[C@@H](CC(=O)Nc2ccc(-c3ccccc3)cc2)O[C@@H]1CO
  -0.2	14
#31 CC(C)(C)OC(=O)Nc1cccc(/C=N/NC(=O)c2ccccn2)c1
  ·	-17
#32 O=C(C[C@H]1CC[C@H](NC(=O)Cc2ccccn2)[C@H](CO)O1)NCCc1ccncc1
  0.3	-5
#33 C[C@@H]1CN([C@@H](C)CO)C(=O)c2cc(NC(=O)C3CCCCC3)ccc2O[C@@H]1CN(C)Cc1ccc(-c2ccccc2)cc1
  1.4	·
#34 CC(=O)N[C@@H](CSC/C=C(\C)CCC=C(C)C)C(=O)O
  0.1	-4
#35 COc1ccccc1C#Cc1cnc2c(c1)C(=O)N([C@@H](C)CO)C[C@H](C)[C@@H](CN(C)S(=O)(=O)c1cn(C)cn1)O2
  -31	-14
#36 C[C@@H]1CN([C@@H](C)CO)S(=O)(=O)c2ccc(C#CCN(C)C)cc2O[C@@H]1CN(C)Cc1ccccc1
  1.0	·
#37 Cc1noc(C)c1NC(=O)Nc1ccc2c(c1)C(=O)N([C@@H](C)CO)C[C@@H](C)[C@H](CN(C)S(=O)(=O)c1ccc(Cl)cc1)O2
  0.0	·
#38 CO[C@H]1CN(C)C(=O)c2cc(NS(C)(=O)=O)ccc2OC[C@@H](C)N(CC2CCCCC2)C[C@@H]1C
  0.0	0
#39 C[C@@H](NC(=O)C[C@@H]1C[C@H]2c3cc(NC(=O)C4CCOCC4)ccc3O[C@H]2[C@@H](CO)O1)c1ccccc1
  0.4	-1
#40 CS(=O)(=O)Nc1ccc2c(c1)[C@H]1C[C@@H](CC(=O)NCc3cc(F)ccc3F)O[C@@H](CO)[C@H]1O2
  -0.4	6
#41 CO[C@@H]1CN(C)C(=O)c2cc(NC(=O)c3cc(C)on3)ccc2OC[C@@H](C)NC[C@@H]1C
  0.0	2
#42 C[C@@H]1CCCCO[C@@H](CN(C)C(=O)CCC(F)(F)F)[C@@H](C)CN([C@H](C)CO)C(=O)c2cc(NS(=O)(=O)c3ccccc3)ccc2O1
  -2.1	·
#43 C[C@@H]1CN([C@@H](C)CO)S(=O)(=O)c2ccc(C#Cc3ccccn3)cc2O[C@@H]1CN(C)Cc1ccccc1
  -0.7	·
#44 C[C@H](CO)N1C[C@H](C)[C@@H](CN(C)C)Oc2ncc(-c3ccccc3)cc2C1=O
  -2.3	10
#45 CCC(=O)N(C)C[C@@H]1Oc2cc(C#Cc3ccncc3)ccc2S(=O)(=O)N([C@@H](C)CO)C[C@@H]1C
  8.0	-2
#46 C[C@@H]1CN([C@H](C)CO)S(=O)(=O)c2ccc(-c3ccccc3)cc2O[C@@H]1CN(C)C(=O)CN(C)C
  -2.6	-18
#47 COc1cc(C(C)CC(C)(O)CC(=O)O)oc(=O)c1C (stereo not drawn)
  0.8	·
#48 COc1ccc(CN(C)C[C@@H]2OCCCC[C@@H](C)Oc3ccc(NC(=O)Nc4ccc5c(c4)OCO5)cc3C(=O)N([C@H](C)CO)C[C@H]2C)cc1
  2.3	·
#49 COc1ccc(CN(C)C[C@H]2Oc3ccc(NS(=O)(=O)c4ccc(OC)cc4)cc3CC(=O)N([C@@H](C)CO)C[C@H]2C)cc1
  -1.6	·
#50 CO[C@@H]1CN(C)C(=O)c2cc(NS(=O)(=O)c3ccccc3Cl)ccc2OC[C@H](C)NC[C@H]1C
  -0.3	-5
#51 COc1ccccc1C(=O)Nc1ccc2c(c1)C(=O)N(C)C[C@@H](OC)[C@@H](C)CN(C(C)=O)[C@H](C)CO2
  -0.2	-74
#52 O=C(C[C@H]1C=C[C@@H](NC(=O)c2ccccc2)[C@H](CO)O1)NCc1ccc(Oc2ccccc2)cc1
  0.4	13
#53 C[C@H]1CCCCO[C@H](CN(C)C(=O)CCC(F)(F)F)[C@@H](C)CN([C@@H](C)CO)C(=O)c2cc(NC(=O)c3ccccc3)ccc2O1
  -0.2	·
#54 COc1cc(O)c2c(=O)c(O[C@@H]3O[C@H](CO[C@@H]4O[C@@H](C)[C@H](O)[C@@H](O)[C@H]4O)[C@@H](O)[C@H](O)[C@H]3O)c(-c3ccc(O)c(O)c3)oc2c1
  -1.3	·
#55 CCC(=O)N(C)C[C@H]1Oc2cc(-c3ccc(F)cc3)ccc2S(=O)(=O)N([C@H](C)CO)C[C@H]1C
  1.5	1
#56 O=C(C[C@H]1C[C@@H]2c3cc(NC(=O)C4CCC4)ccc3O[C@@H]2[C@@H](CO)O1)NCc1ccccc1F
  0.4	-3
#57 O=C(NCC[C@@H]1CC[C@@H](NC(=O)c2cccnc2)[C@H](CO)O1)Nc1ccc(Cl)cc1
  0.0	4
#58 C[C@@H]1CCCCO[C@@H](CN(C)C(=O)CCCN(C)C)[C@H](C)CN([C@@H](C)CO)C(=O)c2cc(NC(=O)c3ccccc3)ccc2O1
  ·	9
#59 COc1ccc(NC(=O)Nc2ccc3c(c2)CC(=O)N([C@@H](C)CO)C[C@@H](C)[C@H](CN(C)CC2CCCCC2)O3)cc1
  0.6	-46
#60 CC(C)CC#Cc1cnc2c(c1)C(=O)N([C@@H](C)CO)C[C@@H](C)[C@H](CN(C)S(=O)(=O)c1cccs1)O2
  -4.2	-6

Pulled by compound from the list above:
Second line of a record: IDH1 R132H inh	PRC2 inh
#59 COc1ccc(NC(=O)Nc2ccc3c(c2)CC(=O)N([C@@H](C)CO)C[C@@H](C)[C@H](CN(C)CC2CCCCC2)O3)cc1
  0.6	-46
#58 C[C@@H]1CCCCO[C@@H](CN(C)C(=O)CCCN(C)C)[C@H](C)CN([C@@H](C)CO)C(=O)c2cc(NC(=O)c3ccccc3)ccc2O1
  ·	9
#56 O=C(C[C@H]1C[C@@H]2c3cc(NC(=O)C4CCC4)ccc3O[C@@H]2[C@@H](CO)O1)NCc1ccccc1F
  0.4	-3
#57 O=C(NCC[C@@H]1CC[C@@H](NC(=O)c2cccnc2)[C@H](CO)O1)Nc1ccc(Cl)cc1
  0.0	4
#42 C[C@@H]1CCCCO[C@@H](CN(C)C(=O)CCC(F)(F)F)[C@@H](C)CN([C@H](C)CO)C(=O)c2cc(NS(=O)(=O)c3ccccc3)ccc2O1
  -2.1	·
#41 CO[C@@H]1CN(C)C(=O)c2cc(NC(=O)c3cc(C)on3)ccc2OC[C@@H](C)NC[C@@H]1C
  0.0	2

Going on with the list.
Second line of a record: IDH1 R132H inh	PRC2 inh
#61 C[C@H]1CN([C@@H](C)CO)C(=O)c2cc(NS(=O)(=O)c3ccc(Cl)cc3)ccc2O[C@@H]1CN(C)C
  1.9	-4
#62 COc1ccc(S(=O)(=O)N(C)C[C@@H]2OCCCC[C@@H](C)Oc3ccc(NC(=O)NC(C)C)cc3C(=O)N([C@@H](C)CO)C[C@H]2C)cc1
  7.7	·
#63 COc1ccc(S(=O)(=O)N(C)C[C@H]2Oc3ccc(NS(=O)(=O)c4cccs4)cc3C(=O)N([C@H](C)CO)C[C@@H]2C)cc1
  1.5	·
#64 C[C@@H]1CN([C@H](C)CO)S(=O)(=O)c2ccc(-c3ccc(C(=O)N(C)C)cc3)cc2O[C@H]1CN(C)C
  -4.4	12
#65 C[C@H](O)C#Cc1cnc2c(c1)C(=O)N([C@@H](C)CO)C[C@H](C)[C@H](CN(C)C(=O)c1ccccc1F)O2
  ·	21
#66 C[C@H](CO)N1C[C@H](C)[C@@H](CN(C)Cc2ccc3c(c2)OCO3)Oc2ccc(NC(=O)CCCN(C)C)cc2CC1=O
  2.9	-14
#67 CC(C)NC(=O)N[C@H]1C=C[C@@H](CC(=O)N2CCCCC2)O[C@H]1CO
  0.2	17
#68 C[C@@H]1CCCCO[C@H](CN(C)C(=O)Nc2cccc3ccccc23)[C@@H](C)CN([C@H](C)CO)C(=O)c2cc(NC(=O)Nc3cccc4ccccc34)ccc2O1
  -3.7	·
#69 C[C@@H]1CCCCO[C@@H](CN(C)S(=O)(=O)c2ccc(Cl)cc2)[C@@H](C)CN([C@@H](C)CO)C(=O)c2cc(NC(=O)Nc3ccc(F)cc3)ccc2O1
  5.1	·
#70 CN1CCN(CCCN2c3ccccc3Sc3ccc(C(F)(F)F)cc32)CC1
  -1.2	-13
#71 C[C@H](CO)N1C[C@H](C)[C@H](CN(C)C(=O)Nc2ccc(-c3cccs3)cc2)OCc2cn(nn2)CCCC1=O
  -0.3	·
#72 CO[C@H]1CN(C)C(=O)c2ccc(NC(=O)Nc3ccccc3)cc2OC[C@@H](C)N(C(=O)Nc2c(C)noc2C)C[C@H]1C
  -0.6	-13
#73 O=C(N[C@@H]1CC[C@H](CCNS(=O)(=O)c2cccc(Cl)c2)O[C@H]1CO)c1ccccc1
  0.1	-5
#74 COc1ccc(NC(=O)N(C)C[C@H]2Oc3c(NC(=O)Nc4ccc5c(c4)OCO5)cccc3C(=O)N([C@@H](C)CO)C[C@@H]2C)cc1
  -0.3	·
#75 COc1cc(-c2oc3cc(O)cc(O)c3c(=O)c2O[C@@H]2O[C@H](CO)[C@@H](O)[C@H](O)[C@H]2O)ccc1O[C@@H]1O[C@H](CO)[C@@H](O)[C@H](O)[C@H]1O
  -0.9	-9
#76 O=C(C[C@@H]1CC[C@H](NC(=O)Nc2ccccc2)[C@H](CO)O1)NCc1ccccn1
  -0.2	7
#77 CO[C@H]1CN(C)C(=O)c2ccc(NC(=O)c3ccc(F)cc3)cc2OC[C@H](C)N(C(C)=O)C[C@H]1C
  0.3	-3
